Cardio protect – protects H9c2 cardiomyocytes from peroxide injury; H2O2 injury protection, ATPLite, 2 h; protection from H2O2 cell death, % at 20 µM; 360,000 compounds, 0.63% hits; AID 588492;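 active = compounds giving at least 50% protection of heart cells from peroxide-induced death in the single-dose screen, raw or plate-pattern-corrected value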;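 note: 0% = DMSO wells with peroxide and 100% = DMSO wells without peroxide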
iPSC survival up – hiPSC single-cell survival enhancement; ATPlite luminescence; 100% = ROCK inhibitor wells, 0% = DMSO; survival enhancement, % at 20 µM; 360,000 compounds, 0.044% hits; in the data active = survival enhancement above about 18%;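 note: cells exposed to compounds for 16 hours before the ATP read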
Glyco luc inh – N-linked glycosylation inhibition | D54 ERlucT glycosylation luciferase reporter, 24 h; percent of 100 nM tunicamycin response | reporter increase, % at 12.5 µM | 360,000 compounds, 0.23% hits;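 active = mean luciferase reporter signal, scaled so untreated is 0 and the glycosylation-blocking control 100, at or above a set limit in every replicate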;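 note: luciferase carries N-glycosylation sites so blocking glycosylation raises the light; 0% = median of neutral control wells and 100% = median of 100 nM tunicamycin wells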
Vif imaging – inhibitors of HIV Vif; AID 602346; HEK293T cells, Vif self-association by quenched fluorescence, imaging, 24 h; inhibition, % at 7.49 µM; 340,000 compounds, 0.35% hits; in the data active = inhibition above about 50%, passing the limit was not always enough; note: some results filed as inactive read as strong as hits
Exocytosis inh – blocks lytic granule exocytosis; TALL-104 LAMP-1 surface exposure, flow cytometry; cells stimulated with thapsigargin and PMA; inhibition, % at 10 µM; 360,000 compounds, 0.66% hits;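 active = inhibition above about 55%, limit read from the data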
CaV13 ICDI inh – Primary screen for inhibitors of IQ motif and Ca2+-dependent inactivation inhibitor domain binding in CACNA1D, Förster resonance energy transfer in living cells, …. HEK cells, CFP/YFP FRET ICDI-IQ, plate reader, 10 min; percent FRET-ratio fall versus neutral wells. inhibition, % at 12.3 µM. 340,000 compounds, 0.098% hits. AID 743397;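 active = mean replicate inhibition of at least 30% and at least 1% of replicates passing that level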;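 note: 0% = median of the neutral control wells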
m5-HT2A agonist – activates the mouse 5-HT2A serotonin receptor. P35363. CHO-K1 mHTR2A beta-arrestin complementation, luminescence; percent of 30 µM serotonin response. activation, % at 7.6 µM. 360,000 compounds, 0.66% hits. AID 624169;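 active = activation above a run cutoff, the mean activation of all tested compounds plus 3 SD, cut at about 14% in these data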;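 note: 0% = plate median of compound wells and 100% = 30 µM serotonin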
Target sequence (P35363 whole entry, looked up): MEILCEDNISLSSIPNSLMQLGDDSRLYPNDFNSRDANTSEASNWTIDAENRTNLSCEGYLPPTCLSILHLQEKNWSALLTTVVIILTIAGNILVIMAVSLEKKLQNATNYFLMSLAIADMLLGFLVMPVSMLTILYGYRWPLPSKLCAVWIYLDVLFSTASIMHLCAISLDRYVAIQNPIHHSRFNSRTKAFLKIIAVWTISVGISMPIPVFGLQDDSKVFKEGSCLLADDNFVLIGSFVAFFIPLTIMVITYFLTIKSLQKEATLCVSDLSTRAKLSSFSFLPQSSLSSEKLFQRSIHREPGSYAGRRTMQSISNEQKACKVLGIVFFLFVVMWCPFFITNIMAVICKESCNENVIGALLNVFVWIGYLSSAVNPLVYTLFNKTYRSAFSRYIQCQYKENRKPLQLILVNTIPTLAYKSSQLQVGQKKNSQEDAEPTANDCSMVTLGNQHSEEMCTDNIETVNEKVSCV
PDI turbidity – blocks human protein disulfide isomerase activity; 350,000 compounds, 0.052% hits; inhibition, % at 10 µM; PDI insulin aggregation turbidity, A650, 90 min; P07237; AID 588391;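 active = mean inhibition across replicates of 30% or more, whatever share of single replicates reach that level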;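 note: absorbance from insulin aggregation driven by PDI reduction with DTT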
Target sequence (P07237 whole entry, looked up): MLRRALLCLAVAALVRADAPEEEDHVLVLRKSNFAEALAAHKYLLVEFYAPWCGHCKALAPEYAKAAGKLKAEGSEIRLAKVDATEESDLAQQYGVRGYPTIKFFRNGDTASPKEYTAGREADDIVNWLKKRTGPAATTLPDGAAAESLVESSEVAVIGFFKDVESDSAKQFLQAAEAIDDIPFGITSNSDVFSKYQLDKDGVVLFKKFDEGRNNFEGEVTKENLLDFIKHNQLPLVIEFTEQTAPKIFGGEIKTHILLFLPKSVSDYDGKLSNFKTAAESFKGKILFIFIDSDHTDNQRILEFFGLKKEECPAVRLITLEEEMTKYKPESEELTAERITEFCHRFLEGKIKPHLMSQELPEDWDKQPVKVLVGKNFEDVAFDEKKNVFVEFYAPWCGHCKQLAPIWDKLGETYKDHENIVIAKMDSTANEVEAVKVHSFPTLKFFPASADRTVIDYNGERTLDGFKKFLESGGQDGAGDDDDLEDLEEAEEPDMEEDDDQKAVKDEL
ABCB6 inh MLPCN – human ABCB6 transporter inhibition. Q9NP58. K562-ABCB6 porphyrin accumulation, flow cytometry, 1 h; active compounds read low. fluorescence ratio to DMSO, % at 10 µM. 360,000 compounds, 0.19% hits. AID 602162;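 active = fluorescence ratio to DMSO below 75%, the collection mean minus 3 SD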;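 note: signal is porphyrin accumulated inside mitochondria; 100% equals median channel fluorescence of DMSO control wells; lower ratio means ABCB6 inhibition with less porphyrin fluorescence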
aDG glyco act – increases alpha dystroglycan glycosylation. 360,000 compounds, 0.22% hits. activation, % at 10 µM. AID 624168. Pro5-aDG cells, alpha-DG glycosylation AlphaScreen (IIH6); 0% Pro5, 100% B10-LARGE cell signal;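 active = activation of at least 8% versus controls, or a plate z-score of at least 8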;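 note: Pro5 are CHO cells carrying HIG-tagged alpha-DG that lacks glycosylation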
* marks the source's active call; other numbers are inactive results; i = inactive; x = no result given.

SMILES	Cardio protect	iPSC survival up	Glyco luc inh	Vif imaging	Exocytosis inh	CaV13 ICDI inh	m5-HT2A agonist	PDI turbidity	ABCB6 inh MLPCN	aDG glyco act
CC(C)n1c(N2CCN(CC(=O)Nc3ccc4c(c3)OCCO4)CC2)nc2ccccc21	0	-3.0	1	-8	1	-3	3	-1	101	0.0
CN(CC(=O)Nc1cccc(F)c1)C(=O)CN1C(=O)NC2(CCCC2)C1=O	7	-1.2	1	-7	-1	-6	-1	12	96	-0.4
O=C1CCC/C=C\C[C@@H](CC(=O)N(CCO)Cc2ccccc2)C(=O)NCCO1	0	3.7	-1	9	-4	-11	7	-3	101	-0.2
COCCCN(C(=S)Nc1c(C)cc(C)cc1C)C(C)c1ccccn1 (stereo not given)	2	-0.9	1	-2	-1	-4	-1	5	97	0.0
CCC/C(C)=C/c1ccc(CC)cn1	3	-0.7	1	-4	-2	-11	-1	0	96	0.1
CCn1c(NC(=O)c2nn(C)cc2Br)nc2ccccc21	6	-1.8	4	-2	2	-3	-1	13	97	-0.1
Cc1ccsc1C1NC(=O)c2c(sc3c2CCN(C)C3)N1 (stereo not given)	-1	0.9	-3	i	-19	2	7	x	123	0.1
[O-][n+]1c2ccccc2c2n1CCCN=C2c1ccc(Cl)cc1	0	-1.3	-3	x	8	-5	-4	3	98	0.3
CCN(CC(=O)Nc1c(F)cccc1F)C(=O)CCC(=O)c1ccc(C)cc1	-6	-0.2	0	2	24	-5	-6	2	102	-0.2
CCOC(=O)C1CCN(CCC(=O)Nc2cc(C)ccc2C)CC1	-2	-0.7	2	1	-5	-5	1	-5	99	-0.1
COc1ccccc1N1C(=S)N=C(Nc2c(C)cccc2C)C12CCCC2	2	-0.4	2	9	0	-3	-5	-3	101	0.0
COCC(=O)N1CCN(c2nc3ccccc3o2)CC1	3	0.5	2	19	-5	7	-1	13	98	-0.4
CCOc1ccc(-c2[nH]ncc2Oc2ccccc2OCC)c(O)c1	-14	3.8	0	-9	-7	-5	5	-16	99	0.2
Cc1c(NC(=S)NC(=O)c2ccccc2)c(=O)n(-c2ccccc2)n1C	2	0.5	-1	0	-14	-2	1	-3	88	0.0
O=C(NCC1CCCCC1)NCC1CCCCC1	1	-2.5	-1	12	7	x	3	x	100	-0.2
COc1ccc(-c2ccc3[nH]c4c(c3c2)CCN2C(=O)[C@@H]([C@H](C)O)[C@@H](N(C)C(=O)Nc3ccc(F)cc3)C[C@@H]42)cc1	-4	-3.4	-6	x	-2	-4	2	2	99	1.0
CCOc1ccc(CNS(=O)(=O)c2c(C)nc3sccn3c2=O)cc1OC	1	1.9	3	10	3	-6	4	9	97	6.2
COc1ccc(Cc2noc(CN(C)Cc3cccc(-n4cccn4)c3)n2)cc1OC	-3	1.3	0	-3	-2	-5	5	0	101	0.1
NC(=O)CSc1nnc(COc2ccccc2)n1C1CCCCC1	-5	-1.6	1	4	0	-9	-5	2	104	0.0
O=C(c1ccccc1)c1ccc2nc(N3CCN(C(=O)c4ccco4)CC3)c3nncn3c2c1	84*	-0.5	1	x	11	-8	1	-4	101	0.1
COc1ccccc1-c1c(NC(=O)C(C)C)n(C)c2ccccc2c1=O	-4	-0.5	2	-2	-5	-19	4	-3	97	-0.1
C=CCNS(=O)(=O)NC(=O)C1=C(N2CCCC2)COC1=O	17	2.8	4	-6	-10	-12	1	-20	99	-0.2
CCOC(=O)c1cnn(CCOC(=O)C2CC2)c1NC(=O)C1CC1	-4	3.2	2	18	1	-10	2	-12	99	-0.4
COCOc1ccc(C=O)c(O)c1	-1	0.9	2	12	0	x	4	x	100	0.0
CC1=CS/C(=C(/C#N)C(=O)N2CCCCC2)N1c1ccccc1	-2	1.2	0	1	3	x	5	6	97	-0.1
SMILES	Cardio protect	iPSC survival up	Glyco luc inh	Vif imaging	Exocytosis inh	CaV13 ICDI inh	m5-HT2A agonist	PDI turbidity	ABCB6 inh MLPCN	aDG glyco act
CC(=O)C1=C(O)C(=O)N(c2ccc(O)cc2)C1c1ccccc1 (stereo not given)	0	-0.5	0	9	-3	-3	5	0	101	0.0
CCn1c(O)c(C=NCCN2CCOCC2)sc1=S	-1	1.8	1	3	-1	x	-3	-7	103	-0.1
CCCCC(O)(c1ccc(CC)cc1)C(CN1CCOCC1)c1ccccc1 (stereo not given)	-18	0.3	-10	-14	-4	-14	-2	5	96	0.2
CC(=O)NC1C(=O)N(Cc2ccccc2)c2ccc(Br)cc21 (stereo not given)	2	-0.7	1	0	3	-5	-3	14	101	0.1
Cc1cc(C)c(S(=O)(=O)N2CCCC(C(=O)N3CCCC3)C2)c(C)c1 (stereo not given)	-1	-0.4	1	-6	-4	-6	1	0	92	-0.5
COc1ccccc1NC(=O)Nc1nc(CC(=O)NCc2ccccn2)cs1	6	1.9	1	10	3	-2	-3	-4	89	0.1
O=C(NC1CC1)C1CCN(c2ncccn2)CC1	5	-0.6	3	-9	-8	-3	-7	-5	101	-0.1
NC(=O)/C(=C\c1ccco1)NC(=O)c1ccco1	-2	3.1	-1	x	-3	-14	4	3	94	0.0
O=C(NCCC(c1ccccc1)c1ccccc1)c1cnc2sccn2c1=O	-7	-0.4	-1	-10	-11	1	-3	-4	102	-0.3
CCOc1cc(-c2cc(-c3ccc(NC(C)=O)cc3)nc(N)c2C#N)ccc1O	66*	-0.6	6	1	13	-5	0	5	100	-0.3
Cn1c(C(=O)N[C@@H](C(=O)O)c2ccccc2)cc2cc(F)ccc21	-1	-0.1	0	-14	6	-3	-6	0	88	-0.2
CSc1ccc(-c2cc3c(c4c2ccn4C)C2CCC3C2)cc1 (stereo not given)	-6	0.2	0	x	1	x	1	x	97	0.0
CCCC1CCc2c(sc(NC(=O)OCC)c2C#N)C1 (stereo not given)	-6	1.0	11	-6	1	-4	1	-1	105	0.0
CCOc1ccccc1-c1cncc(NC)n1	16	0.1	0	-11	6	-4	3	1	96	0.2
COc1cccc2[nH]c(C(=O)NN)c(N)c12	10	-0.3	2	-8	-4	-13	2	15	99	-0.1
CCCS(=O)(=O)N1CCN(Cc2ccccc2C(F)(F)F)CC1	-4	-1.0	-1	-3	-5	-5	-1	8	100	-0.2
Cc1cc(C)c2nc(C)cc(Nc3ccc(C(=O)N4CCOCC4)cc3)c2c1	4	-0.4	1	-1	5	-6	-5	-2	99	0.0
CC1(C)CC(=O)C2=C(C1)Nc1ccccc1S2	1	0.1	1	-6	1	-2	6	-2	98	-0.2
Oc1ccccc1C=Nc1cccc2ccccc12	-4	-0.3	3	-4	8	-20	-1	-7	101	-0.1
CCOc1cc(/C=C2\SC(N)=NC2=O)ccc1O	-3	-0.1	1	4	9	-22	0	-1	101	1.1
CC(=O)N(c1ccc(N(C(C)=O)S(=O)(=O)c2ccccc2)cc1)S(=O)(=O)c1ccccc1	0	0.1	-1	-1	11	-2	3	-36	99	0.0
O=C(C1CCN(S(=O)(=O)c2ccc(Cl)cc2)CC1)N1CCC1	11	-0.4	1	10	-10	-2	1	-3	99	0.0
Cc1ccccc1CNC(=O)CCCC(=O)n1nc(C)c2ccccc21	1	-0.6	-2	-6	-2	-7	-1	-4	96	-0.2
CC(C)=CC(=O)Nc1nnc(-c2cccnc2)s1	2	-4.2	2	9	1	-5	-2	-8	97	-0.1
Cn1c(SCC(=O)NCc2ccco2)nnc1C1CC1	-7	0.3	0	13	7	-5	3	-7	91	0.2
SMILES	Cardio protect	iPSC survival up	Glyco luc inh	Vif imaging	Exocytosis inh	CaV13 ICDI inh	m5-HT2A agonist	PDI turbidity	ABCB6 inh MLPCN	aDG glyco act
O=S(=O)(NCCCc1ccccc1)c1ccc(Br)cc1	3	-0.5	2	1	-2	4	-5	2	97	-0.1
COc1cccc(CN(Cc2ccco2)S(=O)(=O)c2ccc(S(=O)(=O)NCc3ccccc3)cc2)c1OC	-9	3.5	-7	-19	3	-4	-11	2	96	-0.1
CCCSc1nc2c(=O)[nH][nH]c(=O)c2n1Cc1ccccc1	9	1.6	2	9	0	-4	8	1	99	0.0
COc1ccc(-n2c(C)cc(C(=O)CN3CCCCC3)c2C)cc1	-2	-1.6	-3	5	-5	-2	-1	-1	102	-0.6
Cc1nc2ccc(S(=O)(=O)N(C)CC(=O)Nc3ccccc3F)cc2s1	-6	-0.8	0	0	-2	-6	-1	2	99	-0.3
CCC(C(=O)NC1CCCC1)N(Cc1ccccc1Cl)C(=O)c1snc(C(N)=O)c1N (stereo not given)	0	0.5	-1	-7	0	-5	3	-6	94	-0.1
CC1=C(C(=O)OC2CCCC2)C(c2ccc(C)o2)C2=C(CC(c3cccs3)CC2=O)N1 (stereo not given)	-3	-0.3	-4	-17	-2	-4	-1	1	94	0.3
CCC(OC(C)=O)c1cc2c(cc1[N+](=O)[O-])OCCO2 (stereo not given)	6	0.2	2	-17	-9	-5	3	21	99	0.3
Cc1ccccc1OCC(=O)Nc1cc(S(=O)(=O)N2CCCCC2)ccc1N1CCN(C)CC1	2	-1.0	-3	-4	7	1	-9	2	104	0.3
CCOc1ccc(-c2ccc(C3=CC(=O)C[C@H](c4ccc(F)cc4)C3)cc2)cc1	-1	-1.1	0	0	-2	-7	0	x	99	-0.2
O=C1CCn2c1c(O)c1ccccc1c2=O	3	0.7	0	0	-4	-5	3	-13	94	-0.1
Cc1ccc(CN2CC(C(=O)Nc3cccc(C)n3)CC2=O)cc1 (stereo not given)	5	0.7	-2	-7	4	-6	3	0	98	0.0
CCCOc1ccc(N2C(=O)CC(N(CCc3ccc(OC)cc3)C(=O)/C=C/C(=O)O)C2=O)cc1 (stereo not given)	5	0.4	1	-1	-2	-4	-1	-3	98	0.0
COc1c(Cl)cc(Cl)cc1CNc1ccc(S(N)(=O)=O)cc1	10	0.0	-1	-2	-2	-2	4	-14	97	1.1
O=C(NC1CCCCC1)C(=S)NCCc1ccccc1	-4	-0.4	-1	3	-2	-18	-4	-2	92	-0.3
CC1CCN(c2nc(-c3ccco3)c3c(c2C#N)CC(C)(C)OC3)CC1	8	-1.2	1	-11	7	-8	-1	9	95	0.1
COc1cc(OC)cc(C(=O)NC(=S)NNC(=O)[C@H]2C[C@@H]2c2ccccc2)c1	9	-0.5	1	10	1	-6	4	-1	103	0.0
Cc1c(Cl)cccc1NC(=O)C1CCN(S(C)(=O)=O)CC1	3	2.2	1	0	-1	-6	8	6	98	0.0
O/C(=C\c1nc2ccccc2nc1/C=C(\O)c1ccccc1)c1ccccc1	-15	-2.6	-3	5	-5	x	-2	4	198	1.1
O=C(NC(=S)NCc1ccccc1)C1CC1	-3	0.1	-2	9	-1	-4	-5	-2	101	-0.1
Nc1nc(Nc2ccccc2F)sc1C(=O)c1ccccc1	-15	-0.1	-6	9	-6	-18	1	-1	102	0.0
CCOc1ccc(-n2c(SCC(=O)Nc3ccc(C(=O)O)cc3)nc3ccccc3c2=O)cc1	3	0.0	-1	10	-14	0	4	2	100	0.1

Molecules from the list above that contain bromine (3):
SMILES	Cardio protect	iPSC survival up	Glyco luc inh	Vif imaging	Exocytosis inh	CaV13 ICDI inh	m5-HT2A agonist	PDI turbidity	ABCB6 inh MLPCN	aDG glyco act
CCn1c(NC(=O)c2nn(C)cc2Br)nc2ccccc21	6	-1.8	4	-2	2	-3	-1	13	97	-0.1
CC(=O)NC1C(=O)N(Cc2ccccc2)c2ccc(Br)cc21 (stereo not given)	2	-0.7	1	0	3	-5	-3	14	101	0.1
O=S(=O)(NCCCc1ccccc1)c1ccc(Br)cc1	3	-0.5	2	1	-2	4	-5	2	97	-0.1

Screening results: PubChem BioAssay, several laboratories
